Source: PubChem
VIM-2 inhibitor: blocks Pseudomonas aeruginosa VIM-2 metallo-beta-lactamase | inhibition, % at 5.6 µM | purified VIM-2, nitrocefin hydrolysis, epi-absorbance fluorescence | hit rate 0.89% among 290,000;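 active = inhibition above the mean of all tested compounds plus 3 SD, cutoff set per screening run, cut at about 7.5% in these data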;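 also: red hydrolysis product quenches plate fluorescence so inhibitors raise well fluorescence; 0% = enzyme with DMSO and 100% = DMSO without enzyme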
p-CIP stab down: compounds decreasing mouse p/CIP protein stability; decrease of EGFP signal, % at 10 µM; Q05BA5; hit rate 0.01% among 290,000; AID 1984; F442A p/CIP-EGFP cells, EGFP fluorescence, 16 h;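 active = EGFP signal decrease of at least 30% at 10 µM or well 3 SD below plate mean, unless failing retest; inactive = the rest, including hits failing retest or dose response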; also: some compounds called inactive have numbers as strong as hits; many of its hits are not listed in these tables
IDE inh: cellular human IDE inhibition. P14735. HEK cells, FAbetaB cleavage, fluorescence polarization. inhibition, % at 5.59 µM. hit rate 0.41% among 320,000. AID 434962;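 active = percent inhibition above the average of all tested compounds plus 3 SD, set per screening campaign, cut at about 16% in these data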;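 also: IDE supplied by intact live HEK cells; FP after avidin binding of uncleaved biotin substrate so inhibition keeps polarization high; 0% = DMSO wells and 100% = 60 µM reference IDE inhibitor Ii1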
IDE act: IDE (human) activation, cell-based. P14735. HEK cells, FAbeta-B cleavage, fluorescence polarization; 0% vehicle, 100% cell-free pure enzyme wells. activation, % at 5.96 µM. hit rate 0.073% among 340,000;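 active = activation above the mean of all tested compounds plus 3 SD, set per screening campaign, cut at about 17% in these data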
NS3 helicase inh: blocks Hepatitis C virus NS3 helicase unwinding | AID 1800 | inhibition, % at 10.9 µM | NS3 helicase DNA unwinding, Cy5 molecular beacon fluorescence | hit rate 0.56% among 290,000;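 active = inhibition above the mean of all tested compounds plus 3 SD, set per campaign, cut at about 35% in these data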;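 also: 0% = DMSO wells and 100% = thioflavine S control wells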
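Compound dosing – single dose, 10.9 µM nominal final, DMSO 0.8% final · System – NS3 helicase fragment of HCV · Buffer or medium – MOPS pH 6.5, MgCl2, DTT, Tween20, BSA · Signal – Cy5 beacon fluorescence read at start and 1 h · Also added – annealed dual-labelled DNA beacon duplex, ATP-started · Schedule – 1 h at 25 °C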
DNA FID counter: counter-screen for HCV NS3 helicase inhibitors: DNA intercalator displacement; AID 1845; hit rate 0.17% among 290,000; inhibition, % at 7.9 µM; DNA fluorescent intercalator displacement, fluorescence; in the data active = inhibition above about 37%;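 also: 0% = vehicle and 100% = reference compound; higher means more ethidium bromide displaced from hairpin DNA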
SUMO HTRF inh: SUMOylation inhibition | P63279 | HTRF SUMOylation assay, SAE1/SAE2 + UBC9, in vitro | inhibition, % at 35 µM | hit rate 0.36% among 290,000 | AID 2006; in the data active = inhibition above about 50%, passing the limit was not always enough; also: strong numbers were not always called active
Target sequence (P63279 whole entry, looked up): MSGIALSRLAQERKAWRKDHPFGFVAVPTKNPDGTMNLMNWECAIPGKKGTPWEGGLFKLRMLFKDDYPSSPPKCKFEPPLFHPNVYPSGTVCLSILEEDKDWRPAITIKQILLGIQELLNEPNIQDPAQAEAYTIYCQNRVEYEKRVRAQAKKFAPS
IMP-1 inhibitor: blocks Pseudomonas aeruginosa IMP-1 metallo-beta-lactamase | purified IMP-1, nitrocefin hydrolysis, epi-absorbance fluorescence | inhibition, % at 5.6 µM | hit rate 0.45% among 290,000 | AID 1556;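 active = inhibition above the mean plus 3 SD of all compounds in the same screening run, cut at about 4.5% in these data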;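 also: 0% = IMP-1 with DMSO and 100% = DMSO wells lacking enzyme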
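System: purified IMP-1; amount: IMP-1 0.2 nM before substrate addition; compound: single dose, 5.6 µM; times: 25 °C, 15 min preincubation, 25 min reaction; signal: Epi-absorbance via hydrolysed-nitrocefin quenching of white-plate fluorescence, 480/530 nm, EDTA stop; benchmarks: DMSO with and without IMP-1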
PfM18AAP inh: blocks P. falciparum M18 aspartyl aminopeptidase; recombinant PfM18AAP, H-Glu-NHMec fluorogenic cleavage; inhibition, % at 7.35 µM; hit rate 1.2% among 290,000; AID 1822;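 active = inhibition above the campaign mean inhibition over all tested compounds plus 3 SD, cut at about 28% in these data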;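 also: 0% = plate median of test compound wells and 100% = 2 mM ZnCl2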
Numbers without * were called inactive; x = no result given.

SMILES	VIM-2 inhibitor	p-CIP stab down	IDE inh	IDE act	NS3 helicase inh	DNA FID counter	SUMO HTRF inh	IMP-1 inhibitor	PfM18AAP inh
CC(Cc1ccccc1)NC(=O)c1cc([N+](=O)[O-])ccc1Cl (configuration not stated)	-3.1	-4	0	4	17	-1	11	-2.1	-21
Cn1c(C(C#N)C(=O)c2ccco2)nc2ccccc21 (configuration not stated)	-2.1	-15	2	-5	0	1	5	-4.4	5
FC(F)(F)c1cc(-c2ccco2)nc(NCc2cccnc2)n1	-3.5	-9	-5	-2	4	-15	4	-3.4	15
O=C(NCc1cccc(F)c1)c1noc2c1CCCC2	-2.3	6	0	1	16	-10	15	-3.0	5
COc1ccc(S(N)(=O)=O)cc1-c1nnc2c3ccccc3c(C)nn12	0.7	-6	1	5	2	-3	15	-1.8	4
O=C(CSc1nnc2ccccn12)NC(=O)Cc1ccccc1	-1.2	-5	6	2	-1	-10	22	-1.9	-8
Cc1nccc(-c2ccc3c(c2)OCO3)n1	-1.0	-1	5	-3	1	2	9	-1.9	8
CC(C)n1c(SCC(N)=O)nc2c1c(=O)[nH]c(=O)n2C	-3.5	-5	x	7	3	2	13	-1.2	-33
CCOC(=O)c1c(NC(=O)CSc2nnc(CNc3ccc(C)cc3C)o2)sc(C)c1C	-1.8	4	5	-5	0	3	2	-3.5	0
Cn1ccnc1SCc1cccc([N+](=O)[O-])c1	-0.7	-17	-5	5	10	-1	11	-2.0	4
Clc1ccc(Sc2cc(N3CCOCC3)nc(-c3ccccc3)n2)cc1	-1.2	-6	1	1	0	-1	-1	-1.1	-12
CC(C)NC(=O)CN1CCN(C(=O)c2ccc3oc(CCCc4ccccc4)nc3c2)CC1	0.8	-9	-2	-2	1	-50	2	1.4	-7
Clc1ccc(SCc2cn3ccsc3n2)cc1	-2.3	-8	2	-1	6	2	26	-6.1	-1
Cc1c(C(=O)N/N=C/c2cccnc2)sc(=S)n1C	1.8	1	2	-2	-10	3	8	-4.5	6
CCCN(CC(=O)Nc1ccc(C(N)=O)cc1)CC(=O)Nc1ccccc1C	0.7	-4	4	0	-5	-23	-6	-2.6	-9
CCS(=O)(=O)N1CCC(C(=O)NCc2ccc(OC)cc2OC)CC1	-1.2	-7	0	3	-16	-1	12	-1.7	0
CCOC(=O)c1oc2ccc(S(=O)(=O)n3nc(-c4ccc(OC)cc4)cc3N)cc2c1C	1.0	9	-5	7	-2	-1	-3	-2.9	1
CCOc1ccc(C(C(=O)NC2CCCC2)N(C(=O)c2snc(C(N)=O)c2N)c2cccc(O)c2)cc1 (configuration not stated)	-3.6	-11	1	-9	18	-28	-1	-1.3	14
O=C(/C=C/Nc1ccc(OC(F)(F)F)cc1)C(F)(F)F	-3.0	-6	5	5	5	1	10	-2.1	-13
CC(C)=CC(=O)OCC(=O)Nc1cc([N+](=O)[O-])ccc1F	-1.2	-8	1	7	2	11	5	-0.9	-7
O=C(COC(=O)c1cc(NS(=O)(=O)c2cccs2)ccc1O)Nc1ccc(F)c(F)c1F	-1.1	4	-3	1	-3	1	23	-1.6	0
Clc1ccc(CSc2nnc(-c3ccc4c(c3)OCO4)o2)cc1	-5.4	-3	1	2	-1	-11	2	-4.7	-11
CC(=O)Nc1ccc(C)c([N+](=O)[O-])c1	-1.1	-8	-1	1	9	-1	11	-0.4	3
Cc1c2cnn(CC(=O)NCCCN3CCCCC3)c(=O)c2c(C)n1Cc1ccccc1	-0.8	1	6	3	-30	0	0	-2.5	3
Cc1ccc(SC(C)C(=O)Nc2ccc(S(=O)(=O)N3CCOCC3)cc2)cc1 (configuration not stated)	0.0	-28	1	4	-10	-22	18	-1.5	1

Three compounds picked at random from those above, as already listed:
SMILES	VIM-2 inhibitor	p-CIP stab down	IDE inh	IDE act	NS3 helicase inh	DNA FID counter	SUMO HTRF inh	IMP-1 inhibitor	PfM18AAP inh
O=C(NCc1cccc(F)c1)c1noc2c1CCCC2	-2.3	6	0	1	16	-10	15	-3.0	5
Cc1nccc(-c2ccc3c(c2)OCO3)n1	-1.0	-1	5	-3	1	2	9	-1.9	8
Cc1ccc(SC(C)C(=O)Nc2ccc(S(=O)(=O)N3CCOCC3)cc2)cc1 (configuration not stated)	0.0	-28	1	4	-10	-22	18	-1.5	1

The results go on.
SMILES	VIM-2 inhibitor	p-CIP stab down	IDE inh	IDE act	NS3 helicase inh	DNA FID counter	SUMO HTRF inh	IMP-1 inhibitor	PfM18AAP inh
O=Cc1c(-c2ccccc2)cc2oc3ccccc3cc1-2	-1.1	-19	2	-2	-2	-2	8	-2.0	-4
CCOC(=O)c1ccc(NC(=O)c2ccccc2)cc1	-1.2	-4	-5	-2	-17	-7	18	-1.8	-13
Cn1c(=O)c2c(nc(SCC(=O)c3ccccc3F)n2C)n(C)c1=O	1.2	-2	-3	x	-4	-1	0	-1.2	-4
Cc1ccn2c(-c3n[nH]c(=S)n3C)c(C)nc2c1	2.1	2	3	-1	-2	-3	21	-1.8	5
CCc1c(O)cc(=O)n(-c2ccccc2)c1-c1ccccc1	-1.0	-3	-1	-1	14	-24	32	-2.5	-13
COc1ccc(-c2nnc(SCC(=O)N3CCOCC3)o2)cc1	-2.8	-9	-6	4	7	-2	15	-4.1	-1
Cc1nn(-c2ccccc2)c2sc(C(=O)n3cccn3)cc12	x	-1	7	-1	x	x	3	x	x
c1ccc(-c2ccnc3nc(-n4cccc4)nn23)cc1	0.4	5	8	0	-3	-1	18	-1.6	-15
Cc1nnc(SCC(=O)Nc2nc3ccccc3s2)n(N)c1=O	-2.9	1	1	3	-4	2	-8	-0.1	2
CN(CC(=O)O)S(=O)(=O)c1cc(Cl)ccc1Cl	-5.7	-7	4	9	-5	1	-4	-4.1	2
CC(Oc1ccc(Br)cc1)C(=O)Nc1nc(-c2ccccn2)cs1 (configuration not stated)	-1.9	1	-4	3	-38	-24	-57	-3.6	7
COC(=O)c1cc(CNC(=O)c2ccccc2Cl)ccc1OC	-3.1	-20	-2	-1	3	0	16	-1.6	-2
COC(=O)c1c(NC(=O)CN2CCCc3ccccc32)sc(C)c1C	-0.5	-1	1	2	4	-8	-13	0.7	6
CC1CCN(S(=O)(=O)c2cc([N+](=O)[O-])ccc2Cl)CC1	1.2	-2	0	2	-18	1	12	-1.9	-5
O=C(Cn1cnc(S(=O)(=O)N2CCOCC2)c1)Nc1ccc(OC(F)(F)F)cc1	-2.7	-1	-3	1	2	-13	-1	-0.8	3
COc1cc(NC(=O)C(=O)N2CCN(C)CC2)c(OC)cc1Cl	-0.4	-8	2	4	-9	-1	10	-2.9	-13
COc1ccccc1CNC(=O)C(=O)NCC1OCCN1C(=O)c1ccc(Cl)cc1 (configuration not stated)	-0.8	-4	0	3	5	-31	11	-1.4	-3
c1ccc(CNc2nc(NCc3ccco3)nc(N3CCOCC3)n2)cc1	-1.7	-6	2	4	-9	-20	9	-2.9	4
COc1ccccc1NNC(=O)c1cc(C(C)(C)C)nn1Cc1ccccc1	0.4	0	4	11	-6	-32	-4	1.9	-12
O=C(CCc1nnc(CCC2CCCCC2)o1)NCc1ccon1	0.0	-2	0	1	-8	-11	8	-2.5	-12
CN(C(=O)c1cc2sccc2n1C)C1CCCCC1	-0.9	7	-2	1	3	-15	-17	-3.1	5
O=C(NCCc1ccccc1)C1CCCN1C(=O)Nc1ccccc1 (configuration not stated)	-0.6	-25	2	-4	7	-4	14	-3.2	-15
O=[N+]([O-])c1cc([N+](=O)[O-])c(Oc2cc(Cl)ccc2Cl)cc1NC1CCCCCCC1	0.6	1	-6	1	34	4	-2	-0.9	-8
Cc1cc(O)ccc1Nc1nc(-c2sc(N)nc2C)cs1	-2.6	0	4	-7	-4	2	8	-3.3	23
O=C(NCc1ccccc1C(F)(F)F)C1CCC(=O)N(C2CCCCCC2)C1 (configuration not stated)	0.3	-5	-3	0	-7	-31	12	-2.8	-6
(cont.)
SMILES	VIM-2 inhibitor	p-CIP stab down	IDE inh	IDE act	NS3 helicase inh	DNA FID counter	SUMO HTRF inh	IMP-1 inhibitor	PfM18AAP inh
CC(=O)N1CCN(C(=O)Cn2c(=O)oc3ccccc32)CC1	0.2	-11	-6	1	1	-1	28	-0.6	-4
CC(=O)Nc1ccc(S(=O)(=O)N2CCC(C(=O)O)(c3ccccc3)CC2)cc1	-0.2	-4	-1	4	-11	-6	10	-2.2	-1
CC(CCc1ccccc1)NC(=O)CSc1ccccn1 (configuration not stated)	-2.9	7	-12	5	13	-1	5	-0.5	-3
COC(C(=O)Nc1ccccc1F)c1ccccc1 (configuration not stated)	-1.0	-2	0	7	-4	-2	-11	-1.9	-12
C/C(=C\C(=O)c1ccccc1)NCc1ccc(F)cc1	-1.4	-5	2	3	0	-1	-13	-4.2	-4
Cc1cc(C)c2c(c1)c(C)cc1nnc(SCC(=O)c3cccs3)n12	-0.6	-14	1	0	-4	-5	17	0.5	4
CC(C)C(=O)NNC(=O)CSc1nc(C2CCCCC2)nc2ccccc12	-1.9	3	-2	-3	10	-1	-12	-3.9	2
CCOC(=O)C1CCCCN1Cc1cc(Cl)ccc1O (configuration not stated)	1.7	-17	0	2	9	-3	9	-0.8	-3
COCCNC(=O)/C(C#N)=C/c1ccc(C(=O)O)cc1	0.1	10	1	5	-5	3	10	-0.5	-6
O=C(O)/C(=C1/OC(=O)c2ccccc21)c1ccccc1	-1.8	-9	-3	1	2	4	-15	-2.3	5
CCOc1ccc(S(=O)(=O)NCc2ccco2)cc1	-1.5	-4	2	3	3	-3	-6	0.9	-1
COc1ccc(C(=O)Nc2sc(C)c(C)c2CN2CC(C)OC(C)C2)cc1 (configuration not stated)	-1.3	-1	2	-2	-2	0	-1	-0.2	16
C/C(N)=C(\C#N)C(=O)NCc1ccccn1	-2.3	13	-1	6	-2	-2	2	-0.1	2
CN(C)S(=O)(=O)N1CCC(Oc2ccc(C(=O)N3C[C@H]4CC[C@H]3C4)cc2)CC1	-2.8	-30	8	-4	-4	-47	-6	-3.8	-6
COCCSc1nnc(-c2cccc(C#N)c2)n1C	2.3	5	-1	8	3	1	0	1.0	13
C=CCN1CCN(C(=O)c2cc3c(s2)CCC(CC)C3)CC1 (configuration not stated)	-3.1	4	6	-1	6	-14	8	-3.0	3
CC(C)C(c1nnnn1Cc1ccc(F)cc1)N1CCN(C(=O)c2ccco2)CC1 (configuration not stated)	-1.6	-5	2	-3	9	-33	10	-2.0	3
O=C(c1cccc(F)c1F)N1CCCC1	-1.3	-9	-1	8	-1	-2	-11	-2.4	-1
CCCc1cc(=O)oc2c(C)c(OCC(=O)NCCCN3CCOCC3)ccc12	4.6	-4	0	-1	-3	18	10	-2.7	7
CN1CCN(c2ccccc2NC(=O)c2ccc([N+](=O)[O-])cc2Cl)CC1	-0.1	-5	-4	-2	-4	13	18	-2.1	-5
COc1ccc2c(-c3ccccc3)cc(SCC(=O)N(C)C)nc2c1	-0.8	9	-2	11	-1	-41	-31	-1.9	7
C[C@H]1CCC(=O)N([C@H](CSc2ccccc2)Cc2ccccc2)CC1	-0.5	3	0	0	1	-41	10	-1.3	-2
Cc1onc(-c2ccccc2Cl)c1C(=O)O/N=C(\N)c1ccccc1	-0.7	-12	2	0	-1	-12	10	-1.6	-5
Cc1ccc2[nH]c3c(c2c1)CN(C(=O)CN1CCN(c2ccccc2F)CC1)CC3	1.6	-10	x	x	-3	-6	17	1.9	10
